ERK EGF block – inhibitors of EGF-stimulated ERK signaling pathway; HEK293-V1b, EGF-stimulated phospho-ERK AlphaScreen; Potency, µM (doses to about 11.5 µM), inactives show top-dose activity change, negative = inhibition, hits mostly inhibitors; 0.41% of 130,000 active; active = well fitted inhibition curve with a large enough effect; inconclusive = small, poorly fitted or top-dose-only effect, or effect the other way;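 note: plate controls were stimulated vehicle wells for no effect and unstimulated vehicle basal for full effect; nearly all actives have a fitted effect of over 55% in size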
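Phospho-ERK1/2 measured by AlphaScreen (SureFire) after 5 min 25 nM EGF stimulation of V1b-expressing HEK293 cells preincubated 30 min at 37C with titrated compounds; data scaled to DMSO and EGF controls, Hill-fitted AC50.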
Starred values were filed as active, the others as inactive; u = inconclusive; [ ] = another dose, or the depositor's remark. Potency is the fitted concentration of half-maximal effect. Some of the compounds tested; rates above refer to the full screens.

Molecule,ERK EGF block
CCN(CC)S(=O)(=O)c1ccc(Cl)c(NC(=O)CSc2nnc(-c3cccs3)o2)c1,-3.2%
CNC(=S)Nc1ccc([N+](=O)[O-])cc1,-4.9%
O=C(Nn1c(C2CCC2)nc2ccccc2c1=O)c1cccs1,0.6%
COc1ccc(NC(=O)c2ccc(S(=O)(=O)N(C)C)cc2)cc1,-2.1%
CC(C)C[C@@H](CC(=O)N[C@H](CC(=O)N[C@@H]1CCNC[C@H]1C(=O)N[C@H](CC(=O)N[C@@H](CCC(=O)O)CC(=O)O)Cc1ccccc1)C(C)C)NC(=O)[C@@H]1CNCC[C@H]1N,-15.9%
Cc1ccc(NC(=O)COC(=O)CCC(=O)c2ccc(C(C)(C)C)cc2)c([N+](=O)[O-])c1,-3.8%
COC(=O)CSc1nnc(CSc2nc(C)cc(C)n2)o1,2.8%
CC(NS(=O)(=O)c1ccc(OCC(=O)Nc2cccc([N+](=O)[O-])c2)cc1)c1ccccc1 (stereo not drawn),4.7%
Cc1noc(C)c1N=Nc1ccc(Br)cc1C(=O)O,u
CN1C(=O)Cc2cc(S(=O)(=O)NCc3cccs3)ccc21,-5.7%
O=C(COC(=O)c1ccc(Cl)nc1)Nc1ccc2c(c1)OCO2,-4.0%
CC(/C=N/n1c(COc2ccccc2)n[nH]c1=S)=C\c1ccco1,u
CN(C(=O)CSc1nc2ccc([N+](=O)[O-])cc2s1)C1CCS(=O)(=O)C1 (stereo not drawn),-5.6%[57.5 µM]
O=C(Cc1ncc(C(F)(F)F)cc1Cl)NC1CC1,-0.7%
c1ccc(-c2nc(-c3cccs3)c(NC3CCCCC3)o2)cc1,2.6%
CCOC(=O)C1CCN(C(=O)Cn2cc(C(=O)OC)c3ccccc32)CC1,15.8%
FC(F)(F)c1cnc(-c2cnc(-c3cccnc3)nc2)c(Cl)c1,-0.1%
CN(C)CCCNC(=O)/C=C/c1ccc(OCc2c(F)cccc2Cl)cc1,-8.1%
COc1cccc(/C=C/C(=O)Nc2ccccc2N2CCOCC2)c1,9.8%
CCN1/C(=C/c2ccc3cc(C)ccc3[n+]2CC)Sc2ccccc21,u
CCN(CC)CCn1c(-c2ccccc2)nc2c(NCCO)nc(C)nc21,2.7%
O=C(Cc1csc(Nc2nc(=S)[nH]c3ccccc23)n1)NCCCN1CCN(c2ccccc2F)CC1,-8.2%
COCCCN1CCN(C2Cc3ccccc3Sc3ccc(Cl)cc32)CC1 (stereo not drawn),u
CCCn1c(SCC(=O)Nc2cccc(S(=O)(=O)N(C)C)c2)nc2ccccc2c1=O,10.9%[57.5 µM]
COC(=O)c1c(-c2ccc(C)cc2)csc1N,u

Next part, overlapping the part above by 2 compounds.
Molecule,ERK EGF block
CCCn1c(SCC(=O)Nc2cccc(S(=O)(=O)N(C)C)c2)nc2ccccc2c1=O,10.9%[57.5 µM]
COC(=O)c1c(-c2ccc(C)cc2)csc1N,u
COc1ccc(NC(=S)NC(NC(C)=O)C(Cl)(Cl)Cl)c([N+](=O)[O-])c1 (stereo not drawn),5.1%
CC(C)CC(NC(=O)c1ccc(C#CC(C)(C)O)s1)C(=O)O (stereo not drawn),-3.0%
CS(=O)(=O)c1ccc(C(=O)OCC(=O)NC23CC4CC(CC(C4)C2)C3)cc1[N+](=O)[O-],-0.8%
Cc1cc2oc3c(c(=O)c2cc1C)C(c1ccc(C(C)C)cc1)N(CCCN1CCOCC1)C3=O (stereo not drawn),0.0%
CCN(CC)CCNC(=O)c1ccc(NC(=O)c2ccc(Cl)c(S(=O)(=O)N3CCCCCC3)c2)cc1,0.5%[57.5 µM]
CCC1=NN(C(=O)c2ccccc2Br)C(O)(c2ccc(Br)cc2)C1 (stereo not drawn),-3.0%
Cc1c(NC(=O)/C(=C/c2cccs2)NC(=O)c2ccccc2)c(=O)n(-c2ccccc2)n1C,3.0%
Cc1ccc2oc(=O)cc(CN3CCN(C/C=C/c4ccccc4)CC3)c2c1,-2.7%[57.5 µM]
Cc1cccc(NC(=O)CCC(=O)N/N=C/c2ccco2)c1C,4.0%
COc1cc(/C=N\NC(=O)c2c(C)nc3cc(C)ccn23)ccc1O,0.6%
CC1CCN(S(=O)(=O)c2ccc3c(c2)c(=O)c(C(=O)NCc2ccccc2Cl)cn3C)CC1,2.8%
NCC(c1ccccc1)(c1ccccc1)c1ccccc1,-2.8%
CC(=O)c1cnc(Nc2cccc(Cl)c2Cl)s1,0.7%
COc1ccc(NC(=S)N2CCC(C(=O)c3ccc(C)cc3)CC2)c(OC)c1,3.1%
CCCc1nc2ccccc2c(=O)n1NC(=O)c1c(O)c2ccccc2n(C)c1=O,-0.2%
C=CCn1c(SCC(=O)Nc2nc(C)cs2)nnc1C(NC(=O)c1ccccc1)C(C)C (stereo not drawn),-4.7%
CCCn1c(=O)c2c(nc3n2CCS3)n(C)c1=O,-5.6%
O=C(COC(=O)c1c(Cl)cccc1Cl)Nc1ccccc1Br,-3.9%
O=C(N/N=C/c1cccn1-c1ccc([N+](=O)[O-])cc1)c1cccnc1,-1.5%[57.5 µM]
COc1ccc(NC(=O)NCCN2CCc3ccccc3C2)cc1,4.8%
CC[C@@]12C=C(/C=C/c3ccccc3)[C@](CC)(C1)[C@H](c1ccccc1)CC2=O,-6.5%
COc1ccccc1NC(=S)N1CCN(c2ncccn2)CC1,-6.5%
COc1ccc(CCCc2nnc(SCc3nc4ccccc4c(=O)[nH]3)n2C)cc1,-3.8%
COC(=O)/C(C#N)=C/c1c(-c2ccccc2)nc2n1CCS2,1.9%[57.5 µM]
COc1ccc(CC2(C)OC(c3ccccc3)=NN2C(C)=O)cc1 (stereo not drawn),7.6%

Next part; it opens with the 2 that closed the last part.
Molecule,ERK EGF block
COC(=O)/C(C#N)=C/c1c(-c2ccccc2)nc2n1CCS2,1.9%[57.5 µM]
COc1ccc(CC2(C)OC(c3ccccc3)=NN2C(C)=O)cc1 (stereo not drawn),7.6%
O=C(O)CSc1nnc(Nc2ccccc2)n1-c1ccccc1,6.4%
Cc1n[nH]c(=S)n1/N=C/c1ccccc1,0.1%
CC(C)NC(=O)N(O)C1N(C(C)C)C(=O)N(Cc2ccc3c(c2)OCO3)C1(C)C (stereo not drawn),8.7%[57.5 µM]
CCN1CCN(CC(O)COC(c2ccccc2)c2ccccc2)CC1 (stereo not drawn),39.9%
OCCC1CN(Cc2ccccc2-c2ccco2)CCN1C1CCCC1 (stereo not drawn),-8.6%[57.5 µM]
Cn1c(Cn2cnc([N+](=O)[O-])n2)nnc1SCC(=O)Nc1cccc(Cl)c1,9.5%
Cc1cccc(NC(=O)c2nnn(-c3cccc(C(F)(F)F)c3)c2N)c1,-0.6%
CNS(=O)(=O)c1cccc2nsnc12,-4.9%
Fc1ccc(-c2nn(-c3ccccc3)cc2CNCc2ccccc2)cc1,u
COc1ccc(CCN(C)c2ccc(C(N)=O)cc2[N+](=O)[O-])cc1OC,0.9%
Cc1ccccc1-n1c(-c2ccoc2C)n[nH]c1=S,6.8%
Cn1cc([N+](=O)[O-])c(C(=O)Nc2cc(Oc3ccccc3)cc([N+](=O)[O-])c2)n1,-1.3%
CSCCC(N)C(=O)NC(CC(C)C)C(=O)NC(Cc1ccccc1)C(=O)O (stereo not drawn),8.6%
COCCn1c(C)cc(C(=O)COC(=O)/C=C/c2cccc(OC)c2)c1C,-1.2%
CCOC(=O)N1CCC(=NNC(N)=O)CC1,14.3%
Cc1onc(-c2ccccc2)c1C(=O)N(Cc1ccco1)Cc1cccs1,-5.1%
CN1CCN(C(=S)NC(=O)c2ccc(Br)cc2)CC1,-13.9%[57.5 µM]
O=C(Nc1ccc(F)cc1F)c1cncc(Br)c1,-11.4%
CCOc1ccc2[nH]c3c(N4CCc5ccccc5C4)ncnc3c2c1,31.6µM*
CCC1=C(OC(=O)N(CC)CC)N2C(=O)OC(=NCC(=O)OC)[C@]2(C)[C@H]2C1=CC[C@H]1C(=O)N(CC)C(=O)[C@H]12,4.7%
O=C(Nc1ccc(F)cc1)c1ccc2nsnc2c1,-17.5%[57.5 µM]
CC(C)c1ccc(OCc2cccc(C(=O)N/N=C/c3cccnc3)c2)cc1,-3.9%
COc1ccccc1N1CCN(S(=O)(=O)c2ccc(-n3cnnn3)c(C)c2)CC1,8.8%
Cc1ccccc1NC(=O)Cn1c(O)c(N=NC(=O)c2ccccc2O)c2ccccc21,-3.7%
O=C(O)C1=C[C@@H](C2CCCCC2)C[C@@H](OCCCCO)O1,-17.0%[57.5 µM]

Carrying on.
Molecule,ERK EGF block
CC(C)(C)NC(=O)COC(=O)c1ccc(Cl)nc1,0.8%
Cc1ccc(C(C)C)c(OCC(O)CN2CCN(CCO)CC2)c1 (stereo not drawn),-1.8%
CC1CCc2sc(C(=O)OCC(=O)NC(C)C)cc2C1 (stereo not drawn),-31.2%[57.5 µM]
O=C(Oc1ccc(N(C(=O)c2ccncc2)S(=O)(=O)c2cccs2)cc1)c1ccncc1,3.6%
COc1ccc(Cl)cc1NC(=O)C(OC)c1ccccc1 (stereo not drawn),10.2%
COc1cccc(Nc2cc(C)nc3ccccc23)c1,4.0%
CCCN1C(=O)/C(=C\C=C2/Sc3ccccc3N2CCO)SC1=S,u
O=C(C1CC1)N(Cc1nc2ccccc2c(=O)[nH]1)Cc1cccs1,-6.5%[57.5 µM]
O=C(CN(c1ccccc1)S(=O)(=O)c1ccc(F)cc1)NC1CCS(=O)(=O)C1 (stereo not drawn),-6.3%
O=C(CSc1nnc(NC(=O)C2CC2)s1)NCc1cccs1,-1.3%
COc1ccc2oc(-c3ccco3)cc(=O)c2c1,-6.8%[57.5 µM]
CC(=O)NS(=O)(=O)c1cccnc1Nc1cccc(Cl)c1C,2.5%
CCN1CCCC1CNC(=O)c1ccccc1Cl (stereo not drawn),2.8%
O=C(O)CCc1nn2c3ccccc3n(Cc3ccccc3)c2nc1=O,2.3%
COc1ccc(/C=C/C(=O)c2cc(Cl)cc(Cl)c2O)c(OC)c1,-9.1%[57.5 µM]
O=S(=O)(Cc1ccccc1)N1CCCc2ccccc21,2.0%
COc1ccccc1N=Nc1[nH]c2ccc(C)cc2c1O,1.0%
O=C(/C=C/c1cccc([N+](=O)[O-])c1)n1cnc2ccccc21,-1.0%
C#CCCCCCCCCCCCC(=O)CC(O)COC(C)=O (stereo not drawn),22.4%
COc1ccc(/C=N/Nc2nc(NCc3ccco3)nc(Nc3ccc(OC)cc3)n2)cc1,0.6%
O=C(OCC(O)C(O)COC(=O)c1ccccc1)c1ccccc1 (stereo not drawn),11.9%[57.5 µM]
O=C(NCC(=O)N1CCN(S(=O)(=O)/C=C/c2ccccc2)CC1)c1ccccc1F,3.8%
CC(=O)N1CC2(NC(=O)c3ccccc3N2)c2ccccc21 (stereo not drawn),-4.6%[57.5 µM]
Cc1cccc(NC(=O)CC23CC4CC(C2)CC(n2nnc(C)n2)(C4)C3)c1,-0.6%
CCCCC/C=C\C/C=C\C/C=C\C/C=C\CCCCCC(=O)NC(C)C(=O)O (stereo not drawn),2.2%

New compounds follow
Molecule,ERK EGF block
O=C(COC(=O)/C=C/c1ccc([N+](=O)[O-])cc1)NCC1CCCO1 (stereo not drawn),-2.2%
CCCCOC(=O)/C=C\C(=O)NC(N)=O,-4.6%[57.5 µM]
COC(=O)[C@H](CC(C)C)NC(=O)NCCC1=CCCCC1,4.6%[57.5 µM]
COc1ccccc1NC(=O)C(=O)N(c1cccnc1)C(C(=O)NC(C)(C)C)c1ccccc1F (stereo not drawn),-7.9%
Cc1nnc(N/N=C/c2c[nH]c3ccccc23)[nH]c1=O,5.3%[57.5 µM]
N#CCCN(Cc1ccccc1)C(=O)Nc1ccc2c(c1)CCO2,-6.4%[57.5 µM]
CC(=O)c1sc(-c2ccc(F)cc2)cc1NS(=O)(=O)c1ccc(C)cc1,4.5%[57.5 µM]
Cc1ccc(Nc2nc(CSc3nnc(-c4ccc(F)cc4)n3C)cs2)cc1,-1.5%
Cc1c(C(=O)c2ccccc2)c2ccccn2c1CCc1ccccn1,-0.7%
CCO[C@@H]1OC(C(=O)N2CCN(Cc3ccccc3)CC2)=C[C@H](c2coc3ccccc3c2=O)[C@H]1CCCO,-2.4%[57.5 µM]
Cc1ccc2c(c1)C(C)CC(C)(C)N2C(=O)CN1CCN(C)CC1 (stereo not drawn),-4.1%[57.5 µM]
COc1ccc2[nH]c(=O)c(CN(C(=O)c3cccnc3)c3ccc(C)cc3C)cc2c1,13.6%[57.5 µM]
Fc1cccc(NC(=S)NCc2ccccc2Cl)c1,-2.3%[57.5 µM]
COc1ccc(-n2cc(CN3CCC(OC)CC3)c(-c3cccc(F)c3)n2)cc1,-17.1%
C/C(=C/C(=O)N1CCc2ccccc21)C(=O)O,3.0%
Cc1ccc(C(=O)CNc2cccc(Cl)c2)cc1,-4.2%
Clc1ccc(/C=N/NC2=Nc3cccc4cccc2c34)cc1,-8.9%
COc1cccc2cc(C(=O)OCC(=O)NCc3ccc4c(c3)OCO4)c(=O)oc12,-9.8%[57.5 µM]
COc1ccc([N+](=O)[O-])cc1N(CC(=O)O)S(C)(=O)=O,2.7%
Cc1cc2cc(CN(CC3CCCO3)C(=S)NCc3ccco3)c(=O)[nH]c2cc1C (stereo not drawn),4.6%
COc1ccccc1N1C(C)=CC(=C(C#N)c2nc3ccccc3s2)C=C1C,u
CC(C)CCNC(=O)CNC(=S)N(CCCN1CCOCC1)Cc1cccs1,-5.4%

Screens: PubChem, National Center for Advancing Translational Sciences (NCATS)
